EBV gp42 inh = EBV gp42 inhibition; actives 0.42% (n = 220,000); Fluorescence polarization binding assay, mP read-out; inhibition, % (tested at 21.74 µM); AID 1085; in the data active = inhibition above about 50%
eIF4E 4G PPI = inhibitors of eIF4E and eIF4G interaction in translation initiation; P63073+Q04637; TR-FRET eIF4E-eIF4GI(517-606) binding, 2 h; inhibition, % at 21.7 µM; actives 0.37% (n = 220,000);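 active = inhibition above about 30%, limit read from the data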;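 also: 0% = full FRET control wells and 100% = background wells lacking eIF4GI fragment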
Cl transport mod = modulators of human KCC2 chloride dependent transport; actives 2.2% (n = 190,000); B-score of Tl+ flux slope (higher = more flux/activation; lower = inhibition) at 10 µM; KCC2 cells, thallium flux FluoZin-2 fluorescence;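 active = thallium flux slope and its plate-corrected score both differing from the plate sample mean at a set confidence after two filtering rounds, in either direction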;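 also: slope of fluorescence scaled to starting intensity during 10 to 20 s after thallium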
m-calpain inh = inhibitors of pig calpain II; purified calpain II, fluorogenic peptide substrate, 30 min; inhibition, % at 16 µM; actives 0.37% (n = 220,000); AID 1236;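 active = inhibition above about 50%, limit read from the data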
TNF death inh = inhibitors of TNF-alpha induced necroptosis in Jurkat FADD-/- cells; Jurkat FADD-/- TNF necroptosis rescue, ATP luminescence, 24 h; 0 = TNF only, 100 = no-TNF cells; activation (protection from cell death), % at 10 µM; actives 0.068% (n = 220,000); AID 463075;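 active = activation, meaning protection from cell death, of at least 50% relative to plate controls; inactive = activation below 50%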;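 also: necroptosis triggered by 40 ng/mL TNF-alpha added together with compound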
Rad51 HR inh = blocks human Rad51 in homologous recombination; hRad51 DNA strand exchange, fluorescence dequenching; inhibition, % at 10 µM; actives 0.085% (n = 200,000);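 active = inhibition above 40% at the single screening dose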;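 also: 0% = DMSO control wells and 100% = blanks with heterologous ssDNA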
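Material: Human Rad51 nucleoprotein filaments preassembled on unlabelled ssDNA | Also added: Labelled 47-mer dsDNA for strand exchange | Dosing: Single dose, 10 µM final compound | Schedule: 30-min compound preincubation and 15-min exchange, both room temperature | Technique: Fluorescence dequenching at 485/520 nm | Measure: Percent inhibition relative to plate controls and blanks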
PERK inhibitor = inhibitors of human PERK kinase; Q9NZJ5; actives 0.17% (n = 220,000); CHO PERK-DD fusion, SEAP luminescence translation reporter; inhibition, % at 5.6 µM; AID 1416;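 active = inhibition above the mean inhibition of all tested compounds plus 3 SD, set separately per screening campaign, cut at about 2.9% in these data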;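 also: PERK kinase domain activated by AP20187 dimerizer at 100 nM; 0% = DMSO with dimerizer and 100% = rapamycin at 8.4 µM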
Target sequence (Q9NZJ5 whole entry, looked up, the tested form may be a part): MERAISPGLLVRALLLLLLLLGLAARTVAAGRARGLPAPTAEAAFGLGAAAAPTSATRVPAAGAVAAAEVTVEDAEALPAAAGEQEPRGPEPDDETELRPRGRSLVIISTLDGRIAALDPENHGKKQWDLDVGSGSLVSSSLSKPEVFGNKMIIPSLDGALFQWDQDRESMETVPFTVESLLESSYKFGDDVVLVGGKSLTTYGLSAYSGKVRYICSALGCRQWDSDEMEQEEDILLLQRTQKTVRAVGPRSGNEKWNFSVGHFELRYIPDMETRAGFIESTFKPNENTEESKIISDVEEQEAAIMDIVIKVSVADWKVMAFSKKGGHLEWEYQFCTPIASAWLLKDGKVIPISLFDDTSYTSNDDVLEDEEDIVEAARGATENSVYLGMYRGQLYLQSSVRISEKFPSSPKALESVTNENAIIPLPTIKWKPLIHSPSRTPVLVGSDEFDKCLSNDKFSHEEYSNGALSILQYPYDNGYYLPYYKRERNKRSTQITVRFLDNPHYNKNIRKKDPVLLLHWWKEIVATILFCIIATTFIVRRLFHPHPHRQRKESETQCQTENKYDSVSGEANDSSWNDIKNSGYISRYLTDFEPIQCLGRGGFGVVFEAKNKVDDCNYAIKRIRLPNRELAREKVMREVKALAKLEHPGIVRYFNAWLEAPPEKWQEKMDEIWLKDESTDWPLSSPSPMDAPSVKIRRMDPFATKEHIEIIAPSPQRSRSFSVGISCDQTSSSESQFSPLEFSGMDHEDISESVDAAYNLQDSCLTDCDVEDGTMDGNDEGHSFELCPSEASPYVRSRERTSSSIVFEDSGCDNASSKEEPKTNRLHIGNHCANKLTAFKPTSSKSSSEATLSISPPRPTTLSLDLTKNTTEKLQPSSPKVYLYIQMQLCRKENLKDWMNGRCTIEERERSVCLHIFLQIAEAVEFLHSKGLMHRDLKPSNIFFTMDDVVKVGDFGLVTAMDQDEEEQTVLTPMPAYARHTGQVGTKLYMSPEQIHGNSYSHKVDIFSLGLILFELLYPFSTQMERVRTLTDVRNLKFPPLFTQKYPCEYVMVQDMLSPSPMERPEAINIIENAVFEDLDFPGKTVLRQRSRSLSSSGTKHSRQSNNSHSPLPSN
L929 necroptosis = blocks zVAD induced death of L929 cells | L929 zVAD necroptosis rescue, ATP luminescence, 24 h; with zVAD 60 µM | viability rescue, % at 10 µM | actives 0.38% (n = 220,000);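 active = activation, scaled between plate controls, above about 75%, limit read from the data; inactive = activation under that limit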;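 also: 0% = zVAD with DMSO and 100% = DMSO alone without zVAD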
MDM2 E3 inh = inhibitors of human Mdm2 E3 ubiquitin ligase; AID 1230; Q00987; actives 0.11% (n = 210,000); signal enhancement, % at 5 µM; cell-based MDM2 ubiquitination luciferase reporter, 2 h; 0 = plate control, 100 = twice control, blank-subtracted;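 active = signal enhancement of 30% or more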;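 also: luminescence tracks abundance of the self-degrading MDM2-luciferase fusion protein; higher signal means inhibition of MDM2 E3 ligase activity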
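Assay system: stable mammalian line carrying autodegrading MDM2–luciferase fusion reporter; amount: 2000 cells seeded into each well; buffer or medium: DMEM; benchmarks: plate control and blank wells; signal: luciferase luminescence; timing: 2 h compound exposure at 37 °C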
The depositor's hits bear a star; i = inactive; . = no result given; [ ] = dose if it differs, or a comment.

1) CC(C)CN(C#N)c1nc(N2CCOCC2)nc(N2CCOCC2)n1
2) CN(CCN1CCc2ccccc2C1)Cc1nc(-c2ccc3c(c2)OCO3)no1
3) CCCCOc1ccc(NC(=O)c2cc(F)c(F)cc2Cl)cc1
4) O=C(CCCC(=O)N(c1ccc2c(c1)OCCO2)C(C(=O)NC1CCCCC1)c1ccc(Cl)cc1)Nc1ccccn1 (stereo unspecified)
5) CC(C)C(=O)Nc1ccc(-c2ccc3nncn3n2)cc1
6) O=C(CN1CCN(Cc2ccccc2Cl)C1=O)N1CCCCCC1
Assay by compound,1,2,3,4,5,6
EBV gp42 inh,-11,-5,-11,-16,-3,0
eIF4E 4G PPI,2,3,-3,-17,0,-8
Cl transport mod,.,-1.3,-0.039,.,-0.54,.
m-calpain inh,-19,6,6,-7,-58,42
TNF death inh,-1.3,2.2,1.1,-1.7,0.6,2.2
Rad51 HR inh,9,.,-6,9,9,-62
PERK inhibitor,0.3,1.8,0.8,0.2,2.2,-2.7
L929 necroptosis,40,-0.1,0.9,0.9,1.8,0.6
MDM2 E3 inh,-16,-13,4,-2,-8,-11

7) O=C(CCC1N=C2c3ccccc3N=C(SCc3cccc(Cl)c3)N2C1=O)NCc1ccco1 (stereo unspecified)
8) C=CCSc1n[nH]c(-c2ccc(OC)cc2)n1
9) CN(CCC#N)C(=O)COC(=O)c1ccc(Cl)c(S(N)(=O)=O)c1
10) NC(Cc1ccc(Oc2ccc(O)cc2)cc1)C(=O)O (stereo unspecified)
11) CC(C)c1ccc(C(=O)NCCCN(C)C)cc1
12) COCCn1c(SCCCc2ccccc2)nc2c1c(=O)[nH]c(=O)n2C
Assay by compound,7,8,9,10,11,12
EBV gp42 inh,-2,-11,-14,-12,-4,2
eIF4E 4G PPI,-11,3,1,3,2[fluorescence artefact?],0[fluorescence artefact?]
Cl transport mod,-0.8,-0.4,-0.78,0.63,-0.064,-2.7
m-calpain inh,-79,22,-1,-18,13,-19
TNF death inh,1.1,0.0,-1.4,2.4,1.0,-0.3
Rad51 HR inh,7,6,-4,.,16,8
PERK inhibitor,-1.8,-1.3,0.7,0.9,0.2,-0.2
L929 necroptosis,0.3,-0.2,-0.5,1.4,.,-0.2
MDM2 E3 inh,-8,-13,-22,.,-5,-2

13) COC(=O)c1ccccc1NC(=O)CSc1nnc(C(CO)NC(=O)c2ccccc2)n1C (stereo unspecified)
14) N#C/C(=C\c1ccc(O)cc1)C(=O)N1CCCC1
15) CCOc1ccccc1NC(=O)CSc1nnc(-c2ccccn2)n1Cc1ccco1
16) CC1=C(C(=O)OCc2ccccc2)C(c2ccc(-c3ccccc3)cc2)NC(=O)N1CCCCCC(=O)O (stereo unspecified)
17) CC#CC[N+](C)(C)CCCCCCCCCC
18) CC1(c2nnc(-c3ccc(Cl)cc3)o2)CC(c2ccncc2)=NO1 (stereo unspecified)
Assay by compound,13,14,15,16,17,18
EBV gp42 inh,-4,-4,-8,13,-6,-16
eIF4E 4G PPI,1,-3,-7,3[fluorescence artefact?],-5,3
Cl transport mod,-0.75,0.83,.,-2,0,-0.21
m-calpain inh,-18,-16,-5,1,8,15
TNF death inh,0.7,4.3,0.3,1.8,-9.5,2.5
Rad51 HR inh,.,0,1,7,.,-3
PERK inhibitor,-0.2,1.9,0.1,0.3,0.2,.
L929 necroptosis,0.6,-0.2,0.1,7.6,0.0,0.3
MDM2 E3 inh,15,-11,-10,.,-27,11

The list goes on.
Letter code: A = EBV gp42 inh; B = eIF4E 4G PPI; C = Cl transport mod; D = m-calpain inh; E = TNF death inh; F = Rad51 HR inh; G = PERK inhibitor; H = L929 necroptosis; I = MDM2 E3 inh
19: COC(=O)c1c(C)[nH]c(C(=O)C(C)OC(=O)C2=NNC(=O)CC2)c1C (stereo unspecified)
  A = -11; B = -12; C = 1.1; D = -9; E = 1.1; F = 27; G = 1.3; H = -0.5; I = .

20: Cc1ccc(NC(=O)c2sc3nc(C)nc(N4CCN(c5ccccn5)CC4)c3c2C)c(C)c1
  A = -14; B = 0; C = 0.068; D = -77; E = -0.4; F = -1; G = 0.6; H = 0.4; I = -6

21: O=C1CC(=O)C(n2cncn2)C(c2ccc(Cl)cc2Cl)C1 (stereo unspecified)
  A = -19; B = 9; C = -0.21; D = -36; E = -2.0; F = 1; G = -1.1; H = 0.9; I = -7

22: CCCc1cc(=O)[nH]c(SCC(=O)c2cc(C)n(C(C)COC)c2C)n1 (stereo unspecified)
  A = -3; B = 2; C = 0.43; D = -36; E = -4.2; F = 2; G = -0.5; H = -0.5; I = -13

23: CCc1nnc(NC(=O)CSc2nnc(-c3ccccc3O)n2-c2ccc(C)cc2C)s1
  A = 0; B = 1[fluorescence artefact?]; C = -0.53; D = -14; E = -6.7; F = .; G = -0.7; H = 0.8; I = -4

24: COc1ccc(NC(=O)C2CCN(C(=O)c3ccc(OC)cc3)CC2)cc1
  A = -12; B = 3; C = -1.4; D = 7; E = 0.0; F = 11; G = 0.4; H = 0.3; I = -20

25: COc1ccc(N2C(=O)C(F)(F)C2c2ccc(C)cc2)cc1OC (stereo unspecified)
  A = -5; B = 1; C = -0.27; D = 8; E = -0.3; F = -5; G = 0.3; H = 2.1; I = 8

26: CC1(C)CC2CC(C)(CN2C(=O)COC(=O)c2cc(Cl)cc(Cl)c2N)C1 (stereo unspecified)
  A = -3; B = -7; C = 0.8; D = i; E = -0.4; F = -8; G = 0.0; H = 0.5; I = -5

27: BrC(=C\c1ccccc1)/C=N/N1CCN(c2ccccc2)CC1
  A = -11; B = 3; C = -0.34; D = -10; E = -1.2; F = .; G = 0.6; H = -0.6; I = -25

28: Cc1cnc(NC(=O)CSc2nnc(COc3ccccc3)o2)s1
  A = -5; B = -3; C = -2.7; D = -12; E = 2.2; F = .; G = 1.4; H = -0.1; I = -2

29: Cc1cc(C)n2ncc(C(=O)NCCc3ccccc3)c2n1
  A = -14; B = -5; C = 0.41; D = -87; E = -1.3; F = 5; G = -1.2; H = -0.3; I = 15

30: COC(=O)c1ccc[n+](CC(=O)Nc2ccc(OC(F)F)cc2)c1
  A = -33; B = 4; C = 0.011; D = 18; E = 0.2; F = 11; G = 1.3; H = -0.1; I = -2

31: C(=C\c1cccc2ccccc12)/c1nnc(-c2cccs2)o1
  A = 4; B = -6; C = 0.5; D = -21; E = -0.9; F = 0; G = 0.2; H = 0.2; I = -14

32: CCOC(=O)c1cccc(NC(=O)C2(S(=O)(=O)c3ccc(Cl)cc3)CC2)c1
  A = 0; B = 2; C = 0.0017; D = -3; E = 2.9; F = 5; G = -0.5; H = 0.4; I = 2

33: CC1(C)CC(=O)C2=C(C1)N(c1ccc(Cl)cc1)C(=O)C2(O)C(F)(F)F (stereo unspecified)
  A = -10; B = 18; C = -0.77; D = -29; E = 0.8; F = 12; G = 0.9; H = -0.6; I = 9

34: O=C(c1ccco1)n1nc(-c2ccco2)nc1SCc1ccccc1
  A = -16; B = 9[fluorescence artefact?]; C = .; D = -15; E = 0.4; F = -4; G = 0.2; H = 1.0; I = -12

35: CC1=C(C(=O)Nc2ccccc2C)C2(CCCCC2)C(C(N)=O)C(=S)N1 (stereo unspecified)
  A = -8; B = -1; C = 0.93; D = 33; E = -0.2; F = 36; G = 0.9; H = 0.3; I = -2

36: COc1ccc(N=Cc2c(O)[nH]c3ccccc23)cc1OC
  A = 10; B = 8; C = .; D = -31; E = -13; F = -8; G = -0.5; H = 76*; I = -13

37: Cc1[nH]c2ccccc2c1/C=N/Nc1ccc([N+](=O)[O-])cc1S(=O)(=O)Nc1ccc(Cl)cc1
  A = -26; B = -10; C = -1.2; D = -70; E = -5.5; F = .; G = -0.1; H = 0.8; I = -8

38: COc1cc([N+](=O)[O-])ccc1NC(=O)CC(C)C
  A = 10; B = 3; C = 1.2; D = 21; E = -0.6; F = .; G = 0.5; H = -0.3; I = -5

39: CN(C)Cc1c(O)ccc2occ(C(=O)c3ccccc3)c12
  A = -18; B = -4; C = -0.22; D = 15; E = 4.3; F = -2; G = -0.2; H = -0.1; I = -12

40: COC(=O)COc1ccc(S(=O)(=O)N2CCCCCC2)cc1
  A = 6; B = -2; C = -0.16; D = -6; E = 0.1; F = 23; G = -0.1; H = 0.5; I = -5

41: CCCC1=C(C(=O)OCC)C(c2ccncc2)n2ncnc2N1 (stereo unspecified)
  A = -14; B = -2; C = .; D = 31; E = 0.9; F = 0; G = -0.1; H = -0.2; I = -12

42: CCOC(=O)c1c(NC(=O)CSc2nnc(C)c(=O)[nH]2)sc2c1CCC2
  A = -10; B = 3; C = -1.8; D = -74; E = 2.9; F = 3; G = 0.6; H = -0.1; I = 12

43: CCOC(=O)N1N=C(c2ccc(OC)cc2)CC1(O)C(F)(F)F (stereo unspecified)
  A = -13; B = 7; C = 0.7; D = -8; E = 0.4; F = 2; G = -0.1; H = 3.3; I = -16

44: COc1cc(NC(=O)c2cc(-n3cnnc3)ccc2Cl)cc(OC)c1
  A = -14; B = 0; C = -0.16; D = -8; E = 0.1; F = -5; G = 0.5; H = -0.9; I = -9
